HMGR II inh = inhibitors of E. faecalis class II HMGR, primary screen, biochemical, Enterococcus faecalis; purified E. faecalis HMGR, NADPH absorbance 340 nm kinetic; 190,000 compounds, 0.41% hits; HMG-CoA reductase (Enterococcus faecalis, mvaE); inhibition, % at 10 µM;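 active = inhibition above a set limit, the median over all tested compounds plus 3 SD, cut at about 9.5% in these data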;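 also: enzyme runs in reverse so mevalonate oxidation gives rising NADPH absorbance; 0% = complete reaction with DMSO and 100% = background rate lacking mevalonate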
STAT1 activator = STAT1 signaling activators, primary screen, cell-based, HTS, luciferase reporter. activation (% of control), % at 5.5 µM. NIH 3T3 STAT1-luciferase reporter, IFN-gamma, luminescence; 100% = IFN-gamma alone, no compound. AID 932, 2007. 200,000 compounds, 2.6% hits;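 active = activation above the screen-wide mean activation plus 3 SD, cut at about 130% in these data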;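 also: raw ratio to IFN-gamma control signal so 100% means no change and 0% no light; values of inactives mirror those of a sister screen read the other way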
NF-kB expr up = activators of NF-kB expression in neurons, primary screen, cell-based, HTS; human neuronal cells, NF-kB reporter expression; stronger effect = higher value; fold change at 12.5 µM; 190,000 compounds, 1.6% hits; AID 1239, 2008; in the data active = fold change above about 3.3
APP transl inh = inhibitors of APP translation via 5'UTR reporter, primary screen, APP 5'UTR luciferase, SH-SY5Y cells. inhibition, % at 2 µM. SH-SY5Y APP 5'UTR-luciferase reporter, luminescence. 190,000 compounds, 0.82% hits;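 active = inhibition above a set limit, derived from the sample mean plus 3 SD, cut at about 45% in these data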; also: values of inactives mirror those of a sister screen read the other way
FLuc inhib CS = firefly luciferase enzyme inhibitors, primary screen, artefact control for luciferase-based inhibitor screens, biochemical, luminescence, ATPLite. inhibition, % at 10 µM. 10 min. Luciferin 4-monooxygenase (Photinus pyralis), P08659. 200,000 compounds, 1.5% hits;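 active = inhibition above about 50% when tested at 10 µM, limit read from the data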
Target sequence (P08659 whole entry, looked up): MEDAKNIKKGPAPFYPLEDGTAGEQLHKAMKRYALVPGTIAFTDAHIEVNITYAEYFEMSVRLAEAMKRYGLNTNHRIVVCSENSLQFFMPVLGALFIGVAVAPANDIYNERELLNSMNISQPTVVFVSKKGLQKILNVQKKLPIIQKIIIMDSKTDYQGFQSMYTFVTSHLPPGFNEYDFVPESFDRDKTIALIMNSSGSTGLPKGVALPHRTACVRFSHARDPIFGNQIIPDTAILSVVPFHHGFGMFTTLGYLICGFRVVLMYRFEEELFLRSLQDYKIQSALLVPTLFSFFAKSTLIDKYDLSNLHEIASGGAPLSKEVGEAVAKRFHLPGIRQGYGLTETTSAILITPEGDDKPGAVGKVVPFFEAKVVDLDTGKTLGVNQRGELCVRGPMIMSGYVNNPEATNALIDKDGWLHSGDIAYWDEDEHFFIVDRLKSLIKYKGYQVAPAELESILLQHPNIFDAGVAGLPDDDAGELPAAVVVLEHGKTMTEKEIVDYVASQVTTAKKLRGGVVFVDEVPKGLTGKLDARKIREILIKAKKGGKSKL
Hsp70 act = Hsp70 transcriptional activators, primary screen, cell-based, HeLa, Hsp70 promoter luciferase, luminescence, 10 µM. HeLa Hsp70 promoter luciferase reporter; scaled: vehicle 0, proteasome-inhibitor control 100%. activation, % at 10 µM. 200,000 compounds, 0.04% hits;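 active = activation above the mean across all tested compounds plus 3 SD, cutoff set per campaign, cut at about 5.5% in these data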;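 also: 100% = MG132 at 30 µM as the positive control and 0% = DMSO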
APP 5'UTR act = activators of APP 5'UTR luciferase reporter, primary screen, SH-SY5Y cells; SH-SY5Y APP 5'UTR luciferase reporter, luminescence; zero percent = DMSO vehicle wells; activation, % at 2 µM; 190,000 compounds, 1% hits;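 active = activation above a set limit, based on mean plus 3 SD of controls, cut at about 140% in these data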; also: values of inactives mirror those of a sister screen read the other way
G6PDH counter = L. mesenteroides G6PDH inhibitors, counter-screen for G6PDH-coupled screening assays, biochemical, Leuconostoc mesenteroides enzyme | glucose-6-phosphate dehydrogenase [Leuconostoc mesenteroides] | Purified L. mesenteroides G6PDH, diaphorase/resazurin coupled fluorescence, 45 min | inhibition, % at 5 µM | 200,000 compounds, 0.12% hits | AID 1020, 2008; in the data active = inhibition above about 50%
Redox H2O2 prof = compounds producing H2O2 with reducing agent – biochemical, NIH compound library profiling, artefact control for MLSCN library redox annotation, primary screen; DTT-dependent redox cycling H2O2, phenol red/HRP absorbance; 100% = 100 µM peroxide control, 0% = buffer; activation, % at 10 µM; 200,000 compounds, 0.03% hits;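 active = activation of at least 50% relative to the plate's high and low controls in the primary single-dose screen; inactive = activation below 50%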;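 also: compound incubated with DTT at 0.8 mM final as the reducing agent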
FLuc act counter = FLuc activators, initial screening, artefact control for FLuc-dependent activation tests, biochemical, ATPlite luminescence; Luciferin 4-monooxygenase (Photinus pyralis), P08659; ATPlite luciferase biochemical, 10 min; 0 = ATP-free wells, 1 = DMSO control; activation factor at 10 µM; 200,000 tested, under 10 active; AID 1027, 2008;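 active = luciferase activation factor, scaled between plate controls, of at least 2 with compound at 10 µM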
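Assay system: Luciferase/luciferin reagent mix; Medium: PBS as buffer for the ATP substrate; Dosing: test compounds dosed from 2 mM stocks in 100% DMSO; Times: 10 min, room temperature; Signal: luminescence from luciferase reaction; Read-out: luciferase activation; Controls: No-ATP low control, compound-free enzyme-plus-ATP high control.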
An asterisk follows results filed as active; x = not tested or not shown.

SMILES	HMGR II inh	STAT1 activator	NF-kB expr up	APP transl inh	FLuc inhib CS	Hsp70 act	APP 5'UTR act	G6PDH counter	Redox H2O2 prof	FLuc act counter
O=C(NCc1ccccc1)NC1(C(=O)N2CCN3CCCC3C2)CCCCC1 (centres undefined)	-7	99	2	12	-7	-0.3	-12	4	0.6	1.1
CC(C)OP(=O)(c1ccc(N(C)C)cc1)C(O)c1c(Cl)cccc1Cl (centres undefined)	2	100	1.1	x	-6	-0.2	x	-4	-12	1.1
COc1cccc(OC(C)c2ccnc3nc(/N=C/N(C)C)nn23)c1 (centres undefined)	-3	106	1.1	0	-4	-0.5	0	6	2.4	1
Cc1ccc(Nc2cc(-n3cccn3)ncn2)c(C)c1	2	141*	3.5*	-128	1	0.1	128	2	0.1	1
COc1ccc(CC(=O)NCc2n[nH]c(=S)n2C)cc1	0	98	0.97	-6	-2	-0.1	7	14	-0.9	1
COc1ccccc1NC(=O)CCC(=O)O	1	94	1.2	-2	-9	-0.3	2	-3	11	1.1
C(=N\N1CCN(c2ccccc2)CC1)/c1ccccc1	-4	127	1.2	-8	5	0.4	8	-2	0.2	1
CN1C(=O)N(C)C2C1N(C)S(=O)(=O)N2C (centres undefined)	3	102	1.2	-15	-8	-0.5	15	1	2.0	1.1
Cc1ccc(N(c2ncnc(N)c2[N+](=O)[O-])C2CCCCC2)cc1	-4	102	0.86	18	-7	0.0	-18	2	2.4	1.1
C=CCNC(=O)/C(C#N)=C/c1ccc(C)o1	-3	100	1.2	-15	-4	-0.3	15	-2	-0.3	1
O=C(CNCc1ccccn1)Nc1cc(S(=O)(=O)N2CCCCC2)ccc1Cl	0	94	1.1	-2	-6	0.3	2	1	-0.6	1.1
CCCC(=O)Nc1ccc(NC(=O)c2cccs2)cn1	2	106	1.8	-14	3	0.0	14	-10	3.2	1
Cc1cccc(NC(=S)NCc2ccco2)n1	-1	99	0.92	6	-4	-0.1	-6	8	-0.9	1
COc1ccc(/C=C(/NC(=O)c2cccs2)C(=O)N2CCOCC2)cc1OC	-3	94	1	-15	7	-0.3	15	-1	-0.1	0.9
Cc1nc2cc(C)c(C)cc2s1	0	108	1	-10	8	-0.2	10	4	0.4	0.9
Clc1cccc(-c2nc(NCc3cccnc3)c3ccccc3n2)c1	-3	103	1.1	-10	-2	-0.2	10	4	-3.0	1
C=CCN=C1SCC(=O)N1S(=O)(=O)c1ccc(C)cc1	-2	96	0.98	0	-6	0.4	0	1	-0.3	1.1
NC(=O)c1c(NC(=O)COC(=O)CSc2nnc(-c3ccc(Cl)cc3)o2)sc2c1CCC2	-1	105	0.97	-1	2	0.6	1	0	0.4	1
C=CCn1c(NCCOC)nc2c1c(=O)n(C)c(=O)n2C	-8	108	1.2	-9	-4	-0.2	9	7	-0.2	1
CSCCC(NC(=O)c1ccc(Cl)cc1)C(=O)NC(C)(C)C (centres undefined)	-8	101	1.1	0	-8	0.0	0	10	0.2	1.1
COc1ccc(OC)c(N2C(=O)C(Cl)=C(N3CCOCC3)C2=O)c1	1	99	1.1	-16	-3	0.8	16	3	0.9	1
CCOC(=O)C1=C(O)/C(=C\c2ccc(OC)c(OC)c2)N=C1C	-5	102	1	-2	4	0.2	2	0	-2.8	1
Cc1ccc(OCc2ccc(C(=O)Nc3c(C)nn(Cc4c(F)c(F)c(F)c(F)c4F)c3C)o2)c([N+](=O)[O-])c1	-7	89	0.73	1	0	-0.4	-1	7	-4.2	1
COCCNC(=O)c1onc(CSc2ccc(Cl)cc2)c1C(=O)O	-3	95	1.1	-9	-3	-0.1	9	2	11	1
COc1cccc(NC(=O)c2oc3ccccc3c2NC(=O)C(C)(C)C)c1	0	105	0.29	4	0	-0.1	-4	-13	0.0	1
COc1ccc(-c2noc(C3CCCN(S(=O)(=O)c4cccc(Cl)c4)C3)n2)cc1OC (centres undefined)	-3	100	0.72	-7	-7	0.2	7	-1	0.2	1.1
Cc1ccc(SCC(=O)NN2C(=O)c3ccccc3C2=O)cc1	-1	106	1.1	-4	1	-0.3	3	22	-0.5	1
CCn1cc(C(=O)NCCC2=CCCCC2)c(=O)c2cc(S(=O)(=O)N(C)C)ccc21	-8	98	1	3	-8	-0.1	-3	8	-0.3	1.1
CCOC(=O)Cn1c(=O)cc(C)c2cccc(C)c21	-1	99	1.3	1	-5	-0.2	-1	9	-0.2	1.1
CCOC(=O)C1CCCN(Cc2sccc2C)C1 (centres undefined)	0	96	1.1	-2	-1	-0.1	2	8	0.2	1
Cc1cccc(NC(=O)c2ccc(-n3cccn3)c([N+](=O)[O-])c2)c1	-1	98	1.3	-12	5	0.5	12	7	0.2	0.9
COc1ccc(C2=NOC(C(=O)NCc3cccs3)C2)cc1OC (centres undefined)	-1	102	1.1	x	-5	-0.2	x	7	0.2	1
CCN(CC)c1ccc(C(=S)NC2CCCCC2)cc1	-2	110	1.3	-27	7	-0.3	27	-1	-0.3	0.9
CC(C)c1ccc(OCC(=O)Nc2cccc(C(=O)Nc3ccccc3C(=O)O)c2)cc1	2	83	1	-2	19	0.7	2	20	-0.6	0.8
N#Cc1nc(-c2ccccc2F)oc1N1CCCC1	0	109	1.5	8	0	-0.1	-7	-17	-0.2	1
O=C(CSCc1ccccc1Cl)N1CCN(c2ccccn2)CC1	1	104	1.7	-7	1	-0.1	7	22	-0.2	1
CSc1ncccc1C(=O)OCC(=O)NC(=O)NCCC(C)C	-1	92	1.2	6	0	0.5	-6	14	0.0	1
Cc1cc(C(=O)COC(=O)c2cccnc2Cl)c(C)n1CC1CCCO1 (centres undefined)	-7	24	0.44	-132	96*	0.3	132	-6	-0.1	0
CCn1cc(C(=O)NCC2CCCO2)c2cc(OC)c(OC)cc2c1=O (centres undefined)	1	100	1.3	0	-5	0.4	0	6	-0.9	1
COc1ccc(Cl)cc1NC(=O)COC(=O)CCNC(C)=O	-3	97	0.97	1	-7	-0.4	-1	11	0.2	1.1
O=C(CN1CCN(S(=O)(=O)c2ccccc2)CC1)Nc1ccc(N2CCOCC2)cc1	0	98	1	0	-4	-0.2	0	23	-0.1	1
Oc1ccc2cccnc2c1	-5	93	0.99	20	2	0.0	-20	-7	0.9	1
CCCCN1C(=O)CC(C(=O)O)C1c1ccc(OC)cc1 (centres undefined)	-3	98	1.1	-32	-2	-0.3	32	2	-1.6	1
Cc1noc(NS(=O)(=O)c2ccc(N/C=C/C(=O)c3ccc(F)cc3)cc2)c1C	-3	111	1	-13	6	-0.5	13	7	-1.1	0.9
Cc1cccc(Cn2c(Cc3ccccc3)nc3ccccc32)c1	-6	98	1.1	-14	-2	-0.4	14	11	0.6	1
CCCCOc1ccc(C(=O)Nc2ccc3c(c2)OCO3)cc1	-7	112	1.5	-45	14	-0.3	45	11	-1.0	0.9
Cc1ccccc1N/N=C/c1ccc(C#N)cc1	6	105	1.5	-14	-2	-0.1	14	-10	-0.2	1
COc1ccc(C(=O)NCC(=O)NCC(c2ccco2)N(C)C)cc1OC (centres undefined)	-2	105	0.94	-21	-2	0.3	21	10	0.4	1
O=C(CCSc1nc(-c2ccco2)cc(C(F)(F)F)n1)NCCc1ccccc1	-2	100	1.1	-21	-3	-0.4	21	-29	2.3	1
Cc1[nH]c2ccccc2c1C(c1ccncc1)N1CCN(c2ccccn2)CC1 (centres undefined)	-11	97	1.1	4	-1	0.0	-4	6	0.4	1

Following part
SMILES	HMGR II inh	STAT1 activator	NF-kB expr up	APP transl inh	FLuc inhib CS	Hsp70 act	APP 5'UTR act	G6PDH counter	Redox H2O2 prof	FLuc act counter
O=P(c1ccccc1)(c1ccccc1)N(c1ccccc1)c1ccccc1	-3	98	1.5	-3	-2	-0.1	3	9	-0.6	1
COc1ccc(C(=O)COC(=O)CNC(=O)c2cc(OC)cc(OC)c2)cc1	2	94	1.2	-2	-5	-0.4	2	2	-0.3	1
CC(Oc1ccc(Cl)cc1Cl)c1nc(-c2ccc(NC(=O)c3ccco3)cc2)no1 (centres undefined)	1	105	1.4	-49	15	-0.1	49	4	-0.4	0.9
Cc1ccnc(N2CCC(C(=O)Nc3ccc4c(c3)CCC4)CC2)n1	-6	113	0.98	-8	-4	-0.4	8	7	-0.3	1
CCCn1nnnc1NC(=O)c1ccc(C)cc1Cl	-6	108	1.2	-6	0	-0.1	6	4	2.1	1
CCc1ccc2nc3nc(C)cc(C)c3c(N)c2c1	0	136*	1.7	-18	-7	0.4	18	16	-3.6	1.1
O=c1cc(C(F)(F)F)nc(-n2[nH]c3c(c2=O)CCCC3)[nH]1	0	97	1	-2	6	-0.4	2	9	0.9	0.9
COc1ccc(/C=C/C2=CCN(Cc3ccc(OC)cc3)CC2)cc1	2	93	1.2	13	-5	-0.1	-13	6	-0.1	1
COC(=O)c1c(NC(=O)c2ccc(N(C)S(=O)(=O)c3ccc(C)cc3)cc2)sc2c1CCCC2	-1	91	2.1	9	-8	-0.4	-9	4	1.0	1.1
NC(=O)c1ccccc1NS(=O)(=O)c1cccs1	1	104	0.98	4	-4	0.2	-4	0	-0.1	1
COc1cc2[nH]c3c(N4CCC(C(N)=O)CC4)ncnc3c2cc1OC	5	109	1.2	7	-3	0.0	-7	6	0.0	1
Cc1ccc(NC(=O)N2CCN(c3ccccn3)CC2)cc1	-4	108	1.4	-3	0	-0.5	3	0	-0.1	1
COc1ccc(NC(=O)CCCN2C(=O)C3C4C=CC(C4)C3C2=O)c(OC)c1 (centres undefined)	-7	99	1.3	-3	-4	-0.4	3	-2	3.0	1
COc1ccc(/C=C/C(=O)NCC(=O)N/N=C/c2cc(Br)ccc2OC)cc1	-14	103	1.3	3	-8	-0.3	-3	3	2.6	1.1
O=C(/C=C\c1ccccc1)Nc1nccs1	-2	118	6.5*	-168	53*	-0.3	168*	3	-1.3	0.5
CCC(=O)Oc1c(C(=O)CC)cc2c(C)cc(=O)oc2c1C	-5	90	1.4	3	-7	0.2	-3	-4	-0.2	1.1
CC1CC(C)CN(S(=O)(=O)c2ccc(C(=O)NN3CCOCC3)cc2)C1 (centres undefined)	-1	93	1.3	1	0	-0.3	-1	6	-0.7	1

Full records from above.
COc1ccc(NC(=O)CCCN2C(=O)C3C4C=CC(C4)C3C2=O)c(OC)c1 (centres undefined) across the screens: HMGR II inh = -7; STAT1 activator = 99; NF-kB expr up = 1.3; APP transl inh = -3; FLuc inhib CS = -4; Hsp70 act = -0.4; APP 5'UTR act = 3; G6PDH counter = -2; Redox H2O2 prof = 3.0; FLuc act counter = 1
COc1ccc(/C=C/C(=O)NCC(=O)N/N=C/c2cc(Br)ccc2OC)cc1 across the screens: HMGR II inh = -14; STAT1 activator = 103; NF-kB expr up = 1.3; APP transl inh = 3; FLuc inhib CS = -8; Hsp70 act = -0.3; APP 5'UTR act = -3; G6PDH counter = 3; Redox H2O2 prof = 2.6; FLuc act counter = 1.1

Screens as filed in PubChem.
